# LYPLA1 inh = counter-screen for PME1 inhibitors: inhibitors of human LYPLA1; O75608; recombinant LYPLA1, FP-Rh probe fluorescence polarization; inhibition, % at 5.9 µM; hit rate 0.16% among 320,000; AID 2174;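 active = inhibition above the mean of all tested compounds plus 3 SD, set per campaign, cut at about 14% in these data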;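 note: inhibitors block serine hydrolase probe labeling of LYPLA1 so polarization falls; 0% = enzyme with DMSO and 100% = wells lacking LYPLA1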
# EBNA-1 inh = blocks EBNA-1 binding to DNA. EBNA-1 DNA binding, fluorescence polarization. inhibition, % at 14.8 µM. hit rate 0.34% among 300,000. AID 1950; in the data active = inhibition above about 28%
# PAFAH1B3 FP inh = PAFAH1B3 (human) inhibition | AID 492972 | Q15102 | recombinant PAFAH1B3, FP-rhodamine probe, fluorescence polarization | inhibition, % at 3.39 µM | hit rate 0.28% among 340,000;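 active = inhibition above the screen-wide average of all tested compounds plus 3 SD, cut at about 25% in these data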;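 note: 0% = enzyme with DMSO only and 100% = wells lacking PAFAH1B3 protein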
# PAFAH2 FP inh = inhibitors of human PAFAH2; AID 492956; hit rate 0.99% among 340,000; recombinant PAFAH2, FP-rhodamine activity probe, fluorescence polarization; inhibition, % at 3.39 µM;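 active = inhibition above the mean over all tested compounds plus 3 SD, cut at about 30% in these data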;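 note: inhibitors block probe labeling of enzyme so polarization drops; 0% = enzyme with DMSO and 100% = wells lacking PAFAH2 protein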
# ZTA counter = blocks Epstein-Barr virus ZTA, an EBNA-1 counter-screen; P03206; ZTA-DNA binding, fluorescence polarization; inhibition, % at 11 µM; hit rate 0.15% among 320,000; in the data active = inhibition above about 33%
# Target sequence (P03206 whole entry, looked up): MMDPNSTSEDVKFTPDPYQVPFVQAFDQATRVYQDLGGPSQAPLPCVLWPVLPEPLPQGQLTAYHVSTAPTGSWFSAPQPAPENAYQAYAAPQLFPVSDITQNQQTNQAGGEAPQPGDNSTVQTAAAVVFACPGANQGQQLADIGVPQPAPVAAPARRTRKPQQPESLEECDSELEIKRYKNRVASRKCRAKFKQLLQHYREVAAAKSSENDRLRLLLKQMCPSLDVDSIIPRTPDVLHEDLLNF
# PAFAH1B2 inh = inhibitors of human PAFAH1B2; P68402; recombinant PAFAH1B2, FP-rhodamine activity probe, fluorescence polarization; inhibition, % at 3.39 µM; hit rate 1.2% among 340,000; AID 492953;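 active = inhibition above the mean of all tested compounds plus 3 SD, cut at about 24% in these data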;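 note: 0% = enzyme with DMSO and 100% = wells lacking PAFAH1B2; many of its hits are not listed in these tables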
# PREPL inhibitor = human PREPL enzyme inhibition; Q4J6C6; recombinant PREPL, fluorescence polarization activity-based probe; inhibition, % at 5.96 µM; hit rate 0.68% among 320,000; in the data active = inhibition above about 43%;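 note: 0% = enzyme with DMSO and 100% = wells lacking enzyme; many of its hits are not listed in these tables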
# Target sequence (Q4J6C6 whole entry, looked up): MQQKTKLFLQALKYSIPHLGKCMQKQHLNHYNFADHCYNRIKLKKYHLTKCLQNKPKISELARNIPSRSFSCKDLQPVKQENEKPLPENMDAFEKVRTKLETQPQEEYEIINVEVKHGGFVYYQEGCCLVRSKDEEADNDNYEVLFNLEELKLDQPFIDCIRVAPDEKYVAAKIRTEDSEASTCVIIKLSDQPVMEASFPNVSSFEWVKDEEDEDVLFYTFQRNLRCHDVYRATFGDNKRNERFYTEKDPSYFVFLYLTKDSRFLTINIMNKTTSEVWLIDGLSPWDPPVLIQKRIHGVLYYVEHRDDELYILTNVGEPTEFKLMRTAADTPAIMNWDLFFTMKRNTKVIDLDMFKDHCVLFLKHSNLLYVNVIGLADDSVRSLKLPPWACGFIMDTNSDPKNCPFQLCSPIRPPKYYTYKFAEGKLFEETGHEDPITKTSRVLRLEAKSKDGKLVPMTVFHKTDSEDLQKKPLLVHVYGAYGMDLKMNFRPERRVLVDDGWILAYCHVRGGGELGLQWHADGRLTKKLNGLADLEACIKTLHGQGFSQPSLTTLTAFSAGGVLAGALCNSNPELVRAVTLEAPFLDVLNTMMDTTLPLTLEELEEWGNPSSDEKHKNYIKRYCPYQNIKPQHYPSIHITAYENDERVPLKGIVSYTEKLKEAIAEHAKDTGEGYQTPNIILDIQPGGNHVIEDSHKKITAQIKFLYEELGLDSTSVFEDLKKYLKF
# LYPLA2 counter = LYPLA2 (human) inhibition in PME1 counter-screen. inhibition, % at 5.9 µM. recombinant LYPLA2, FP-Rh probe fluorescence polarization. hit rate 0.38% among 320,000. AID 2177;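 active = inhibition above the screen-wide mean plus 3 SD, limit set per campaign, cut at about 26% in these data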;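 note: 0% = LYPLA2 with DMSO and 100% = wells lacking LYPLA2 enzyme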
# pPAFAH FP inh = pPAFAH (human) enzyme inhibition; hit rate 1.5% among 330,000; Q13093; inhibition, % at 3.39 µM; recombinant pPAFAH, FP-rhodamine probe fluorescence polarization; AID 463082;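 active = inhibition above the mean inhibition across the screen plus 3 SD, cut at about 25% in these data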;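 note: inhibitors block binding of the rhodamine activity-based probe so polarization drops; 0% = enzyme with DMSO and 100% = wells lacking pPAFAH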
# An asterisk follows results filed as active; · = not tested or not shown. Not all compounds are listed, so the mix of outcomes need not match the whole.
SMILES,LYPLA1 inh,EBNA-1 inh,PAFAH1B3 FP inh,PAFAH2 FP inh,ZTA counter,PAFAH1B2 inh,PREPL inhibitor,LYPLA2 counter,pPAFAH FP inh
Cc1cc(NS(=O)(=O)c2ccc(NC(=O)CCN3C(=O)c4ccccc4C3=O)cc2)no1,2,-15,-7,-1,-10,5,17,-1,-5
CN(C)c1ccc(/C=N/NS(=O)(=O)c2ccc(Br)cc2)cc1,1,-3,0,1,-2,21,-55,2,2
COc1cc(NC(=O)Cn2nc(-c3ccc(F)cc3)ccc2=O)ccc1-n1cnnn1,-3,-9,1,-2,4,-2,-11,-2,-3
COc1ccc(-n2nc(C(=O)NCC(=O)Nc3cc(C)ccc3OC)c3ccccc3c2=O)c(OC)c1,-3,-21,7,-2,3,6,-4,-2,-13
CC(=O)c1cn(Cc2ccccc2)c(=O)[nH]c1=O,-3,-3,4,3,4,5,6,-5,6
CCn1ncc(S(=O)(=O)NCc2ccccc2Cl)c1C,3,-2,8,-6,-7,5,21,5,-3
Cc1ccc(S(=O)(=O)NCC(=O)NNC(=O)c2ccccc2Cl)cc1C,·,·,5,3,·,8,14,·,-2
COc1ccc(-c2nc(CS(=O)(=O)CC(=O)NC3CCCCCC3)c(C)o2)cc1,2,-10,6,2,10,2,-2,6,-6
Cc1nc2ncnn2c(C)c1CCC(=O)NCc1ccccc1,0,6,5,0,8,0,-4,-3,3
COc1ccc(NC(=O)c2c(OC)cccc2OC)c(OC)c1,-1,-11,2,8,-13,3,37,0,0
O=C(Nc1nc2ccc(F)cc2s1)C1CCCO1 (centres undefined),-1,-1,6,-3,-9,1,15,4,-3
CCOC(=O)c1oc2ccccc2c1NC(=O)CCl,0,3,9,6,5,-2,0,-6,2
COCCn1c(=NC(=O)CSC(C)=O)sc2cc(F)ccc21,-2,6,1,-5,2,1,-4,0,1
Cc1ccc(C2C(C(=O)c3cc4ccccc4o3)=C(O)C(=O)N2c2cc(C)on2)cc1 (centres undefined),-7,-4,2,18,3,6,38,-5,8
CC(=O)c1cccc(NC(=O)C(C)OC(=O)c2cccc(S(=O)(=O)N3CCN(C)CC3)c2)c1 (centres undefined),1,·,10,6,6,9,4,-3,4
NCCNc1ccc(C(=O)N2c3ccccc3Sc3ccccc32)cc1[N+](=O)[O-],2,1,1,2,13,4,-14,-4,14
Cn1cccc1/C=N/NC(=O)c1sc2ccccc2c1Cl,-2,3,8,3,9,5,16,-3,5
CCOc1ccc(CN2CCC(n3nccc3NC(=O)C3CC3)CC2)cc1CO,-3,1,5,7,0,-2,-2,-8,6
Cc1ccc(Oc2ncc(-c3ccc(Cl)cc3)cn2)cc1,5,5,-5,7,-2,-3,-4,-2,1
COc1cc(CNn2nnnc2N)cc(Br)c1OCC(=O)NC(C)(C)C,-1,3,4,5,-5,1,-9,4,3
O=C(Cc1cccc2ccccc12)NN1C(=O)/C(=C\c2cccnc2)SC1=S,-2,18,0,-8,18,3,-6,3,3
CC1(C)CC(NC(=O)C23CCC(C)(C2Br)C3(C)C)CC(C)(C)N1 (centres undefined),4,1,-8,9,3,4,-6,2,4
Cc1ccc(NC(=O)c2cnccn2)cc1S(=O)(=O)N1CCCCCC1,·,·,6,2,·,5,-3,·,-1
CCOC(=O)c1cc2cc(-c3c(C(=O)OCC)oc4cc(O)cc(O)c4c3=O)ccc2o1,10,-9,21,5,-9,6,5,34*,19
COc1ccccc1NCCC(=O)OCC(=O)NC1CCCCC1,-2,6,-6,-1,2,1,6,0,12
COc1ccc(C(C)(C)C)cc1NC(=O)CCNC(=O)c1ccco1,2,7,0,-3,11,3,-1,-5,6
COc1ccc2c(CSc3nnc(-c4cccnc4)n3-c3ccccc3F)cc(=O)oc2c1,-1,-1,-5,5,9,2,31,-9,5
Cc1[nH]c2ccc(F)cc2c1CCN(Cc1ccco1)C(=S)NC(C)(C)C,-3,-8,6,0,4,-2,12,-11,-1
Cc1ccc(NC(=O)Cc2nnc(SCC(=O)NC3=NCCS3)n2C)cc1,-2,-13,0,0,-14,0,16,-3,2
Cc1ccc(NC(=S)NCC2CCCO2)cc1C (centres undefined),0,6,1,-4,-6,1,13,-3,0
COc1ccc(Nc2nc3ccccc3n3nnnc23)cc1,0,5,8,-3,-1,1,18,0,3
CC(C)C(=O)Nc1cccc(C(=O)Nc2ccc(S(=O)(=O)Nc3nccs3)cc2)c1,0,-2,10,-1,-10,0,-12,6,4
CN(C(=O)COC(=O)C1CCN(S(=O)(=O)c2ccc3c(c2)OCCO3)CC1)C1CCCCC1,5,0,7,1,-17,11,6,8,16
CC(=O)Nc1ccc(SC[C@H](Cc2ccccc2)N2CCN(CCc3ccccc3)CCC2=O)cc1,1,9,5,0,-11,2,7,-2,5
CCC(C(=O)Nc1ccccc1C(=O)N1CCOCC1)N1C(=O)c2ccccc2C1=O (centres undefined),1,2,2,-5,5,-1,-28,6,0
C/C(=N/OCO/N=C(\C)c1ccc(F)cc1F)c1ccc(F)cc1F,-1,5,2,-1,-6,1,-1,-4,-6
Cc1ccc(Nc2nc(/N=C/NO)n[nH]2)cc1C,-2,-4,5,3,-1,4,13,-2,-3
CCCN1CCN(S(=O)(=O)c2ccc(OC)c(Br)c2)CC1,-5,6,7,-6,-9,1,1,3,-2
CCOc1ccc(C2C(C(=O)c3ccco3)=C(O)C(=O)N2CCN2CCOCC2)cc1OCC (centres undefined),0,-1,-3,-1,0,3,5,2,0
Cc1ccc2cccc(NS(=O)(=O)c3ccccc3)c2n1,0,0,·,·,6,·,-8,-1,3
O=C1Nc2ccc([N+](=O)[O-])cc2OC1CCN1CCOCC1 (centres undefined),0,-1,3,6,-4,1,3,-13,-3
CN(C(=O)CN(c1ccccc1)S(=O)(=O)c1ccc(F)cc1)C1CCS(=O)(=O)C1 (centres undefined),6,9,4,-2,1,2,-3,3,-3
CC(=O)c1ccc(OCC(=O)OCC(=O)Nc2sccc2C(N)=O)cc1,-1,·,1,2,12,5,9,-1,10
Cc1ccc(-n2c(SCC(=O)Nc3ccc4c(c3)OCO4)nnc2-c2cccs2)cc1,4,-12,-1,2,-13,-4,18,5,1
Cc1cc(C)cc(NC(=S)N(CCCN2CCN(C)CC2)Cc2cccs2)c1,-2,2,3,5,3,4,-3,1,2
COc1cc(C(=O)Nc2cc(OC)c(OC)c(OC)c2)ccc1OCc1c(C)noc1C,·,·,10,-3,·,-5,17,·,3
C=CCOc1ccc2ccccc2c1CNc1ncn[nH]1,-1,6,2,-8,7,-2,-8,-1,-2
C=CCN1C(=O)C(CC(=O)NCC)SC1=Nc1cc(Cl)ccc1Cl (centres undefined),1,-6,4,4,-13,3,0,-3,1
COC(=O)N1[C@H](C)C=C[C@]1(Cc1ccccc1)C(=O)O,1,7,4,-3,0,-12,9,1,5
CCCN(CC(=O)Nc1ccccc1C)C(=O)COC(=O)CSc1ccc([N+](=O)[O-])cc1,-2,-4,3,1,-5,12,12,2,14
O=C(CSc1nc(-c2ccco2)cc(C(F)(F)F)n1)Nc1ccc2c(c1)CCC2,-1,-2,1,-8,2,-2,-4,4,4
Cc1cccc(C2NC(c3cccc(C)c3)C(C)C(=O)C2C)c1 (centres undefined),0,-14,7,-3,-3,3,8,5,2
Cc1ccc2oc(-c3cccc(NC(=O)/C=C/c4cccc([N+](=O)[O-])c4)c3C)nc2c1,-1,28*,-7,-9,11,2,5,7,-1
CN1C(=O)c2cccc3c(Br)ccc(c23)C1=O,-1,-2,·,·,7,·,4,4,3
Cc1ncoc1C(=O)N1CCCC(C(=O)c2ccc(-c3ccccc3)c(F)c2)C1 (centres undefined),2,2,-1,3,-7,-2,23,14,10
CC(C)(CNC(=O)c1cc(Cl)c(O)c(Cl)c1)N1CCCCC1,2,-7,-6,1,6,1,-3,2,0
CCC(C)n1c(/C=C/c2ccccc2)nc2ccccc21 (centres undefined),-1,10,6,-8,0,-5,1,8,10
Cc1nn(-c2ccccc2)c(C)c1NC(=O)COc1ccc(Cl)cc1Cl,0,-8,5,3,0,3,32,4,6
Cc1cc2c(cc1C)CSC(c1ccccc1OC(=O)C(C)C)SC2,-3,1,3,1,6,0,5,-3,-4
CCOC(=O)N1CCN(C(=O)c2ccc3nc(N4CCC(C)CC4)sc3c2)CC1,3,-10,3,-1,-4,5,0,-4,-2
# Next structures
SMILES,LYPLA1 inh,EBNA-1 inh,PAFAH1B3 FP inh,PAFAH2 FP inh,ZTA counter,PAFAH1B2 inh,PREPL inhibitor,LYPLA2 counter,pPAFAH FP inh
O=C(O)c1ccc(-n2cccn2)c([N+](=O)[O-])c1,-3,-1,1,3,-3,-1,-1,2,7
CC(Oc1ccc(F)cc1F)C(=O)NNC(=S)NCC1CCCO1 (centres undefined),8,2,5,0,-20,1,7,2,2
COC(=O)C1=C(C)NC2=C(C1c1ccc(O)cc1)S(=O)(=O)c1ccccc12 (centres undefined),-3,7,5,0,0,-1,33,0,0
Cc1c(NC(=S)NC(=O)c2cccc([N+](=O)[O-])c2)c(=O)n(-c2ccccc2)n1C,1,2,9,2,4,-1,2,3,2
O=C(NNC(=S)Nc1ccccc1)c1cccs1,-2,3,1,10,10,1,2,-5,4
O=C(c1csc2ccccc12)N1CCCCCC1,4,0,10,1,7,2,-8,4,4
CCC(C)N(C)C(=O)c1cc2ccccc2c(-c2ccccc2Cl)n1 (centres undefined),1,-14,3,-2,-2,2,21,3,2
C[C@H](NS(=O)(=O)c1ccccc1F)C(=O)OCC(=O)Nc1ccc2c(c1)OCCO2,·,·,3,4,·,3,28,·,9
Cc1ccc(C(=O)O/N=C(\N)c2ccc(C(F)(F)F)cn2)cc1,-2,-1,4,23,-2,-2,9,-6,8
Cc1ccc(C)c(NC(=S)N(CCc2nc3cc(C)c(C)cc3[nH]2)Cc2cccnc2)c1,2,-6,-1,-1,-6,4,9,4,7
CS(=O)c1ccccc1-c1nc(-c2cc(C(F)(F)F)cc(C(F)(F)F)c2)no1 (centres undefined),-3,-12,-3,5,16,-3,2,2,1
CCN1CCc2c(sc(NC(=O)c3ccc(S(=O)(=O)N4CC(C)OC(C)C4)cc3)c2C(N)=O)C1 (centres undefined),-5,1,8,1,13,2,7,-1,2
COc1ccc(-c2cc(NCCc3ccncc3)n3ncnc3n2)cc1,2,4,13,3,-6,2,20,0,4
CCN1C(=NCCc2ccccn2)N[C@@H](c2cccc(C(F)(F)F)c2)C(C(=O)OC)=C1C,·,·,8,1,·,4,19,·,3
O=C(CCS(=O)(=O)c1ccc(Br)cc1)N1CCN(c2ccc(Cl)cc2)CC1,-2,-4,6,10,-5,10,-7,1,-5
O=C(CN1CCN(Cc2ccccc2)CC1)NCCc1ccccc1,2,3,8,1,19,6,2,-1,2
O=C(Nc1cc2c3c(c1)CC(=O)N3CCC2)c1ccc(Br)o1,3,2,8,-1,-13,7,20,8,6
CC(=O)c1ccc(OC(=O)C(CCS(C)(=O)=O)N2C(=O)c3ccccc3C2=O)cc1 (centres undefined),-1,7,0,5,-9,0,17,6,-3
CCOC(=O)Cn1c(=O)oc2ccc(C)cc21,-2,1,8,2,-3,4,3,-5,-5

# A stretch of the results above, as a working copy:
SMILES,LYPLA1 inh,EBNA-1 inh,PAFAH1B3 FP inh,PAFAH2 FP inh,ZTA counter,PAFAH1B2 inh,PREPL inhibitor,LYPLA2 counter,pPAFAH FP inh
O=C(CCS(=O)(=O)c1ccc(Br)cc1)N1CCN(c2ccc(Cl)cc2)CC1,-2,-4,6,10,-5,10,-7,1,-5
O=C(CN1CCN(Cc2ccccc2)CC1)NCCc1ccccc1,2,3,8,1,19,6,2,-1,2
O=C(Nc1cc2c3c(c1)CC(=O)N3CCC2)c1ccc(Br)o1,3,2,8,-1,-13,7,20,8,6

# Bioassay records from PubChem BioAssay.
